# Assay outcomes: PubChem, National Center for Advancing Translational Sciences (NCATS)
# Shiga inhibitor = inhibitors of Shiga toxin in Vero cells | AID 2315 | Vero cells, Shiga toxin protein synthesis inhibition reporter | inhibition, % at 38.7 µM | actives 9.2% (n = 290,000); in the data active means inhibition mostly above about 28%, no sharp cut-off; inactive means mostly below about 43%; further: 0% is about no effect
# Pf growth 96h = P. falciparum growth inhibition at 96 hours; P. falciparum luciferase reporter growth, 96 h; Potency, µM (top dose mostly 28.7 µM), inactives show at the highest dose activity change, negative = inhibition, most hits filed as inhibitors; actives 6.9% (n = 320,000); AID 504834; further: potency means the concentration at half of the fitted maximal effect; on the % scale 0 is the no-effect control and ±100 the full control effect
#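 Luminescence readout: decreased luciferase signal marks inhibited growth of reporter-expressing P. falciparum in infected red cells (2% hematocrit, 0.05% parasitemia final), exposed to compound two generations (96 h, 37 C, 5% CO2).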
# CHX counter = counter-screen for Shiga toxin inhibitors: cycloheximide protein synthesis inhibition. AID 2314. max response, %. actives 12% (n = 300,000). cell reporter, cycloheximide protein synthesis inhibition counterscreen; in the data active means max response mostly above about 13%, no sharp cut-off; inactive means mostly below about 14%; further: read at 38.3 µM for the half of the compounds with a filed dose; 0% is about no effect
# Sm TGR block = inhibitors of Schistosoma mansoni thioredoxin glutathione reductase; AID 485364; purified TGR, DTNB reduction, TNB absorbance 405 nm; actives 3% (n = 360,000); Potency, µM (titrated, usually from 114 µM), for inactives: at the top dose activity change, negative = inhibition, actives largely listed as inhibitors; further: potency means the concentration at half of the fitted maximal effect; on the % scale 0 is the no-effect control and ±100 the full control effect; nearly all actives have a fitted effect of over 60% in size
#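 TGR 20 nM + NADPH 100 uM (dispensed conc.), cpd preinc 15 min RT; start with NADPH (500 uM addition) then DTNB (15 mM addition). Kinetic TNB absorbance, 405 nm filter. Four-parameter Hill fit across titration.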
# Giardia FBPA inh = Giardia lamblia aldolase inhibition. A8B2U2. purified Giardia FBPA. Potency, µM (titrated, usually from 59.6 µM), inactives show top-dose activity, negative = inhibition, most hits filed as inhibitors. actives 0.71% (n = 290,000); further: potency means the concentration at half of the fitted maximal effect; on the % scale 0 is the no-effect control and ±100 the full control effect; nearly all actives have a fitted effect of over 55% in size
#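 40 nM FBPA preincubated 10 min at RT with compound (up to 57.5 uM final), then substrate plus GAPDH/TPI/NAD/arsenate coupling and diaphorase/resazurin added. Fluorescence read after 20 min at RT, 525/598 nm.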
# Pf growth 48h = inhibits P. falciparum growth in the first generation, 48 h; P. falciparum luciferase growth in erythrocytes, 48 h; Potency, µM (doses to about 28.7 µM), inactives show at the top dose activity change, negative = inhibition, most hits filed as inhibitors; actives 5.9% (n = 310,000); AID 504832; further: potency means the concentration at half of the fitted maximal effect; on the % scale 0 is the no-effect control and ±100 the full control effect
#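 Read-out is firefly luciferase luminescence from an integrated reporter in P. falciparum, so falling signal marks reduced parasite growth. Infected erythrocytes were at 2% hematocrit and 0.1% parasitemia (final) in Albumax-supplemented RPMI 1640.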
# * marks the source's active call; other numbers are inactive results; ? = inconclusive; . = no result given; & = joins results of further samples; [ ] = another dose, or the depositor's remark. Unless noted, the call rests on the fitted dose curve; in most records, active means well fitted curve in the direction sought with a large enough effect; inconclusive means small, poorly fitted or top-dose-only effect, or another doubt; inactive means no such curve, though single readings can be large; an effect the other way counts as inactive or inconclusive.
SMILES,Shiga inhibitor,Pf growth 96h,CHX counter,Sm TGR block,Giardia FBPA inh,Pf growth 48h
COc1ccc(N2C(=O)C3C4C=CC(C4)C3C2=O)c(OC)c1 (configuration not stated),-9,.,-4,4%,3%,7%
CCn1ccnc1[C@@H]1C[C@H]2CN(Cc3ccccc3OC)C(=O)[C@]23CCCN13,15,9.3µM*,-2,-19%,0%,11%
COc1cc([N+](=O)[O-])cc(/C=N/NC(=O)C(C)Nc2ccccc2C)c1O (configuration not stated),-10,-58%,1,-19%,-5%,20%
COc1ccc(-n2c(C)cc(C(=O)CCl)c2C)cc1,-6,?,11,4µM*,1%,-12%
Cc1ccc(O)c(NC(=O)C2CC(c3ccc(F)cc3)=NO2)c1 (configuration not stated),32,?,-1,0%,-5%,-10%
CC(=O)c1cccc(NC(=O)c2c(C)nn(-c3ccccc3)c2Cl)c1,16,?,9,.,-12%,-10%
NS(=O)(=O)c1cccc(NS(=O)(=O)c2ccc(/C=C/C(=O)O)cc2)c1,-12,25%,2,25µM*,12%,2%
O=C(CCNS(=O)(=O)c1ccccc1F)NCc1ccc2c(c1)OCO2,13,.,-3,-29%,-2%,6%
O=C(NCc1ccccn1)c1cc2ccccn2n1,27,?,11,-31%,1%,.
COc1ccc(NC(=O)Cn2c(=O)oc3ccccc32)cc1,-2,0%,2,-2%&0%,2%,0%
Cc1n[nH]c(=O)c2ccccc12,11,52%[activator],1,7%,4%,41%[activator]
N#C/C(=C/c1ccc(F)cc1)S(=O)(=O)c1ccccc1,-15,-13%,-2,-4%,?,?
CN(CC(=O)Nc1ccc(Cl)cc1)C(=O)CCC1CCCC1,-9,2%,-4,0%,-14%,1%
CCc1c(C)nc2ncnn2c1N1CCC(C(=O)Nc2ccccc2)CC1,17,-20%,-6,19%,1%,?
O=C(NCC1CCCCC1)C1(CC2CC(c3cccc(Br)c3)=NO2)CCNCC1 (configuration not stated),14,?,-8,45µM*,4%,-64%
Cc1ccccc1-n1c(=O)c2ccccc2n(CC(=O)NCc2ccco2)c1=O,18,-20%,-1,0%,0%,1%
CC(C)N(Cc1ccccc1)C(C)C (tested in a mixture with another compound),2,.,-4,.,1%,.
CCC1CCCCN1C(=O)N[C@@H](CCSC)C(=O)OC (some centres not stated),14,?,-2,?,-2%,34%[activator]
C[C@H](NC(=O)CCn1nnc2ccccc2c1=O)C(=O)O,1,-1%,4,4%,1%,22%
CCOc1ccc(C(=O)Oc2cc(C)[nH]c(=O)c2[N+](=O)[O-])cc1OCC,6,-3%,0,-8%,.,-8%

# Part of the list above in order of count of non-hydrogen atoms, low to high.
SMILES,Shiga inhibitor,Pf growth 96h,CHX counter,Sm TGR block,Giardia FBPA inh,Pf growth 48h
Cc1n[nH]c(=O)c2ccccc12,11,52%[activator],1,7%,4%,41%[activator]
CC(C)N(Cc1ccccc1)C(C)C (tested in a mixture with another compound),2,.,-4,.,1%,.
O=C(NCc1ccccn1)c1cc2ccccn2n1,27,?,11,-31%,1%,.
N#C/C(=C/c1ccc(F)cc1)S(=O)(=O)c1ccccc1,-15,-13%,-2,-4%,?,?
C[C@H](NC(=O)CCn1nnc2ccccc2c1=O)C(=O)O,1,-1%,4,4%,1%,22%
CN(CC(=O)Nc1ccc(Cl)cc1)C(=O)CCC1CCCC1,-9,2%,-4,0%,-14%,1%
Cc1ccc(O)c(NC(=O)C2CC(c3ccc(F)cc3)=NO2)c1 (configuration not stated),32,?,-1,0%,-5%,-10%
CC(=O)c1cccc(NC(=O)c2c(C)nn(-c3ccccc3)c2Cl)c1,16,?,9,.,-12%,-10%
CCOc1ccc(C(=O)Oc2cc(C)[nH]c(=O)c2[N+](=O)[O-])cc1OCC,6,-3%,0,-8%,.,-8%
CCc1c(C)nc2ncnn2c1N1CCC(C(=O)Nc2ccccc2)CC1,17,-20%,-6,19%,1%,?
CCn1ccnc1[C@@H]1C[C@H]2CN(Cc3ccccc3OC)C(=O)[C@]23CCCN13,15,9.3µM*,-2,-19%,0%,11%
O=C(NCC1CCCCC1)C1(CC2CC(c3cccc(Br)c3)=NO2)CCNCC1 (configuration not stated),14,?,-8,45µM*,4%,-64%

# Continued.
SMILES,Shiga inhibitor,Pf growth 96h,CHX counter,Sm TGR block,Giardia FBPA inh,Pf growth 48h
CCOC(=O)c1cc(=O)n2nc(-c3ccc(C)cc3)nc2s1,-12,26%,-3,-1%[11.4 µM],1%,.
Cn1c(=O)cc(OCCCC(=O)N2CCN(Cc3ccc4c(c3)OCO4)CC2)c2ccccc21,-16,?,2,-3%,0%,?
COc1ccc(C(=O)Nc2cnc3ccccn3c2=O)cc1,97*,?,46*,-11%&15%,-3%,71%[activator]
C=CCOc1ccc(C2c3c(oc4ccccc4c3=O)C(=O)N2CCCN2CCOCC2)cc1 (configuration not stated),26,?,-2,?,8%,?
COc1ccccc1C(CNc1ncnc2sc(C)c(C)c12)N(C)C (configuration not stated),-9,-25%,-4,-1%,-2%,-19%
OCC1(Cc2ccccc2)CCCN(Cc2ccc3c(c2)OCCO3)C1 (configuration not stated),-4,?,-2,20%,2%,-7%
O=C(Nc1ccc2nc(-c3cccnc3)[nH]c2c1)c1ccccc1F,28,61%[activator],15*,-11%,-13%,?
O=C(C(Cl)c1ccccc1)N1CCOCC1 (configuration not stated),-6,?,10,?,-15%,?
CC(C)CCNC(=O)CN(Cc1ccc2c(c1)OCO2)C(=O)Cn1nnc(-c2cccs2)n1,-12,?,1,-10%,0%,-19%
COc1cc(/C=N/n2cnn(Cc3ccccc3Cl)c2=S)cc(OC)c1OC,-4,-8%,5,-1%,-25%,?
CCOC(=O)c1c(NC(=O)CC2Sc3ccc(C(F)(F)F)cc3NC2=O)sc(C)c1C (configuration not stated),-17,-16%,-5,6%,6%,3%
COc1ccc(C2C(C#N)=C(N)OC3=C2C(=O)CC(C)(C)C3)c(OC)c1OC (configuration not stated),10,21%,-4,-21%,-4%,-15%
CC(=O)Nc1c(O)nc(SCC(=O)N2CCN(c3ccc(F)cc3)CC2)[nH]c1=O,-15,.,0,-2%,-5%,24%
O=[N+]([O-])c1ccc(Nc2nc(N/N=C\c3ccc4c(c3)OCO4)nc(N3CCCCC3)n2)cc1,7,2.6µM*,-4,9%,0%,2.1µM*
COc1cc(COCC(O)CN2CCc3ccccc3C2)cc(OC)c1OC (configuration not stated),-5,-19%,-6,.,-3%,-13%
CCOc1ccc(NS(=O)(=O)c2ccc(C(=O)NCc3cccnc3)cc2)cc1,.,?,.,1%,.,-7%
Cc1cc(C(=O)N/N=C/C=C/c2ccc3c(c2)OCO3)n[nH]1,3,32%[activator],13,-2%,0%,12%
O=c1[nH]c2cc(Cl)c(O)cc2o1,10,.,-1,.,-6%,.
CCCS(=O)(=O)N1CCC(C(=O)N2CCN(Cc3ccccc3)CC2)CC1,19,?,12,6%,2%,-17%
CCc1nnc(N/N=C/c2ccccc2Cl)n1N,37,?,-2,14%,18µM*,36%[activator]
CC1CCCN(CCCNC(=O)c2ccc(CS(=O)(=O)c3c(Cl)cccc3Cl)o2)C1 (configuration not stated),-15,-16%,-9,2%,.,6%
O=C1NC(=O)N(CCNc2ncc(C(F)(F)F)cc2Cl)C(=O)C1Cc1ccc(Cl)cc1 (configuration not stated),-21,43%[activator],-6,0%,?,158%[activator]
COc1cccc(N2CCN(S(=O)(=O)c3c(C)[nH]c(C)c3C(=O)N3CCCC3)CC2)c1,12,?,-2,-2%,7%,-5%
COc1ccc(-c2cc(=O)c3cc(O)ccc3o2)cc1,62*,314%[activator],53*,7%,8%,193%[activator]
COc1cc(C(=O)COC(=O)CNC(=O)C2CCCCC2)cc(OC)c1OC,-2,-11%,-1,0%,4%,.
Cn1cc(Cl)c(C(=O)N(Cc2ccccc2)c2ccccn2)n1,0,-1%,-3,0%,6%,-14%
Cc1nn(CC(=O)Nc2cc(S(=O)(=O)N(C)C)ccc2Cl)c(C)c1[N+](=O)[O-],-8,?,-4,0%,0%,-7%
O=C(NC(Cc1ccccc1)C(=O)N1CCc2ccccc2C1)c1ccccc1 (configuration not stated),28,?,11,-8%,-8%,?
Cc1ccc(S(=O)(=O)N2CCC(C(=O)NC3CCCCCC3)CC2)cc1,29,-38%,-3,-8%,-1%,-18%
CC1CCCN(C(=O)CNC(=O)Cn2ccc3ccccc3c2=O)C1 (configuration not stated),2,?,7,-4%,-6%,.
Cc1c(C(=O)Nc2nc3ccccc3[nH]2)oc2c(Cl)cccc12,76*,?,32*,-1%,18%,?
Cc1ccc(C(F)(F)F)cc1NC(N)=S,-10,38%[activator],-1,5%,-4%,41%[activator]
CCOC(=O)N1CCN(c2cc(C)c(C(C)=O)cc2F)CC1,47,3%,1,18%[11.4 µM],2%,.
O=C(NCc1ccccc1)c1onc(CS(=O)(=O)c2ccccn2)c1C(=O)NCc1ccccc1,.,?,.,-2%,.,?
COc1cccc(NS(=O)(=O)c2ccc3[nH]c4c(c3c2)CCCCCC4)c1,25,.,-6,4%,.,.
COC(=O)N(c1ccc(OC)cc1)P1(=S)OCCC(C)O1 (configuration not stated),2,?,6,4%,8%,-3%
CC1=C(C(=O)OCc2ccccc2)C(c2ccsc2)C(C#N)=C(N)O1 (configuration not stated),-4,?,1,-22%,-3%,-2%
COC(=O)c1ccc(NC(=O)C2CC2)o1,-9,19%,7,-9%,0%,16%
CCOC(=O)C1=C(COC(=O)c2ccc(C)c(S(=O)(=O)N3CCOCC3)c2)NC(=O)NC1C (configuration not stated),.,5%,.,0%,.,?
C=CCc1ccc(OC(=O)c2ccccc2)c(OC)c1,22,34%[activator],24*,-3%,-11%&-1%,33%[activator]
O=C(CCCc1ccccc1)Nc1nnc(C(F)(F)F)s1,38,20%,-2,-11%,-22%,-2%
COc1cccc(NC(=O)NC2CCCCCCC2)c1,155*,-90%,50*,5%,-5%,51%[activator]
CCOc1ccccc1N1CCN(C(=S)NCc2ccccc2)CC1,-14,-12%,2,0%,1%,?
COc1cccc(CNC(=O)c2ccc(CS(=O)c3ccccc3)o2)c1 (configuration not stated),12,?,0,?,-14%,18%
CCC1COCCS(=O)(=O)N1Cc1ccc(C)cc1 (configuration not stated),-7,13%,-1,1%,-3%,1%
Cc1ccc(C2=NNC(C(O)C(O)C(O)C(O)CO)S2)cc1 (configuration not stated),56*,97%[activator],25*,-1%,2%,.
O=C(CN1C2=NCCN2c2ccccc21)c1ccco1,-14,13µM*,-6,9%[11.4 µM],-19%,.
COCCCNC(=O)c1ccc(S(=O)(=O)c2ccc(C)cc2)c(NC(C)=O)c1,4,15%,-5,0%,-6%,-2%[0.00184 µM]
N/C(=N\OC(=O)COc1ccc(Cl)cc1Br)c1cccnc1,113*,?,31*,2%,-4%,322%[activator]
O=C(O)c1cc(-c2ccccc2Cl)n[nH]1,-14,.,-1,-4%,11%,.
Oc1ccc(/C=N/Nc2nn3cnnc3c3ccccc23)cc1,20,19%,8,-4%,-16%,61%[activator]
